# Source: PubChem BioAssay
# Rin1-Abl PPI inh: blocks binding of human Rin1 to Abl | TR-FRET Rin1/Abl binding, biochemical | P00519+Q13671 | inhibition, % at 7.35 µM | actives 0.4% (n = 360,000); in the data active means inhibition above about 5%, passing the limit was not always enough
# PABP1 MLLE inh: inhibitors of microRNA-mediated deadenylation, human PABP1 MLLE binding; actives 0.36% (n = 360,000); inhibition, % at 20 µM; GST-MLLE / FITC-PAM2 fluorescence polarization; P11940; in the data active means inhibition above about 35%, passing the limit was not always enough;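 further: plate controls were DMSO wells with GST-MLLE for no effect and wells lacking GST-MLLE protein for full effect; some results filed as inactive read as strong as hits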
# Target sequence (P11940 whole entry, looked up): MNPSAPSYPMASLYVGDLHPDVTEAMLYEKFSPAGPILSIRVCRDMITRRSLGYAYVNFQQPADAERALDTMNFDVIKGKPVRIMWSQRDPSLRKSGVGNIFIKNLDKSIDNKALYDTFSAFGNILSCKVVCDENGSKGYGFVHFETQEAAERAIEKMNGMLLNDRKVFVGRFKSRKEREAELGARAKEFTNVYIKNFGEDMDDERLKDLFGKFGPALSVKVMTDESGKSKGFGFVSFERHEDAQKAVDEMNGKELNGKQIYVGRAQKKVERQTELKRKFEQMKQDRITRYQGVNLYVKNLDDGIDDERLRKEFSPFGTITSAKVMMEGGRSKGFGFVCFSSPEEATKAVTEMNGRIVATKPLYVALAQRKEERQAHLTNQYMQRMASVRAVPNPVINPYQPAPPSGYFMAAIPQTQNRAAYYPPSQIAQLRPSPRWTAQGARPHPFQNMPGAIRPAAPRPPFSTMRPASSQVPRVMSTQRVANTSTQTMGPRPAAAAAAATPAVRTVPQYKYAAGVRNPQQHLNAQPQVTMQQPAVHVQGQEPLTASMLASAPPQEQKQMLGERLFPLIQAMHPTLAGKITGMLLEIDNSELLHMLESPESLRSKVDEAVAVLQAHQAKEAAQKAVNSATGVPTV
# Neddylation inh: cullin neddylation inhibition; P61081+Q13564; calls only at 25 µM; actives 0.58% (n = 360,000); TR-FRET cullin neddylation, biochemical; in the data active means inhibition above about 36%
# SKN-1 inh: inhibitors of C. elegans SKN-1 | C. elegans VP596 Pgst-4::GFP/RFP ratio, acrylamide-induced, 24 h | inhibition, % at 21.8 µM | actives 0.49% (n = 360,000);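 active means interference check ratio from 0.5 to 1.5 plus GFP to RFP signal ratio inhibition reaching or exceeding a fixed threshold, cut at about 30% in these data, passing the limit was not always enough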; further: some compounds called inactive have numbers as strong as hits
# CendR NRP1 mod: NRP-1/CendR interaction modulation; FAM-RPARPAR peptide binding to NRP-1, fluorescence polarization; inhibition, % at 25 µM; actives 0.85% (n = 360,000); AID 602438;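 active means inhibition or corrected inhibition above about 18%, plus a signal ratio from 0.5 to 1.5, limit read from the data, passing the limit was not always enough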; further: strong numbers were not always called active
# eLon inh: E. coli protease La inhibition. P0A9M0. purified E. coli Lon protease, fluorescence polarization. inhibition, % at 7.94 µM. actives 0.42% (n = 360,000). AID 602123; in the data active means inhibition above about 13%, passing the limit was not always enough;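 further: 0% = enzyme with probe and DMSO and 100% = no enzyme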
# MsrA act: activators of bovine methionine sulfoxide reductase A; purified bovine MsrA, absorbance read-out; activation, % at 10.6 µM; actives 0.3% (n = 360,000); AID 602163; in the data active means activation above about 7.5%;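 further: 0% = vehicle and 100% = reference activator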
# MT1-MMP act inh: MT1-MMP (human) activation inhibition; HT1080 RFP-PRO-GFP cells, GFP/RFP ratio fluorescence, overnight; percent of plate control window, DMSO zero; AID 651647; P50281; actives 0.061% (n = 360,000); GFP/RFP ratio change, % at 20 µM;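 active means GFP/RFP ratio change of at least 30% with cell ATP level not reduced by more than half and red fluorescence within 50% of control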; further: strong numbers were not always called active
#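 Assay system – RFP-PRO-GFP reporter HT1080 cells · Compound dosing – single dose of 20 µM compound, 1% DMSO final · Incubation – overnight compound exposure at 37 °C · Measure – GFP/RFP fluorescence ratio · Benchmarks – DMSO wells and RFP-L50D-GFP cells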
# FAS-TE inh: blocks the thioesterase domain of human fatty acid synthase. recombinant FAS-TE, OMFH fluorogenic substrate, fluorescence endpoint. actives 0.67% (n = 360,000). inhibition, % at 15 µM. AID 602261. P49327;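 active means compounds whose normalised, plate-corrected inhibition of enzyme fluorescence in the single-dose primary screen is 50% or more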;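 further: 0% = DMSO with enzyme and 100% = substrate without enzyme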
# Starred values were filed as active, the others as inactive; i = inactive; . = not tested or not shown.
# Every second line gives: Rin1-Abl PPI inh, PABP1 MLLE inh, Neddylation inh, SKN-1 inh, CendR NRP1 mod, eLon inh, MsrA act, MT1-MMP act inh, FAS-TE inh
1. Cc1nc(CSc2n[nH]c(=O)n2-c2cccc(F)c2)cs1
  -2.5, -2.0, i, -1.0, -1.7, -10.9, -3.8, -1.9, -8.7
2. COc1ccc(C(=O)Nc2ccc(Nc3ccccc3)cc2)cc1[N+](=O)[O-]
  -1.3, -3.4, i, 10.6, -3.2, -5.8, -0.8, 9.2, 39.4
3. Cc1cc(CNC(=O)c2ccc3c(c2)OCO3)c2ccccc2n1
  1.0, -9.7, i, -14.8, -5.7, -2.9, -4.8, 2.3, -6.9
4. CC(C)NS(=O)(=O)c1ccc(NC(=O)Cc2ccsc2)cc1
  -0.8, 14.2, i, 11.2, -4.8, 7.4, -0.3, -1.5, -0.1
5. Cc1ccccc1NC(=O)c1ccccc1NC(=O)Cc1cccc2ccccc12
  4.9, 0.0, i, -1.0, -4.1, -2.7, -9.2, 0.7, 7.5
6. COC(=O)/C=C/c1ccccc1CN1[C@@H](CC(=O)OC)c2ccccc2S1(=O)=O
  2.8, 0.0, i, -0.8, 8.6, -0.5, -1.0, -2.1, -3.1
7. CCn1c(CNc2ccccc2Cl)nnc1SCC(=O)OC1CCCCC1
  3.6, -15.4, i, 10.9, -1.1, -8.2, 0.9, 3.8, 5.2
8. O=C(c1cnn(C(=O)c2ccco2)c1)c1cc(F)ccc1O
  -0.9, 13.5, i, 13.5, -25.5, -13.7, -4.2, -8.9, 5.5
9. Cc1c(Cl)c([N+](=O)[O-])nn1CCCC(=O)Nc1cc(Cl)ccc1Cl
  -0.2, 4.8, i, -2.9, 8.6, 1.8, -1.2, 8.9, 37.7
10. CCCN(CCC)c1ncnc2c1cnn2-c1ccc(OC)cc1
  -2.3, -2.5, ., 4.5, -0.8, 4.9, -1.6, 1.5, 17.7
11. O=C(CNC(=O)c1ccc(S(=O)(=O)N2CCCC2)cc1)N/N=C/c1ccc(Cl)cc1Cl
  -0.4, -2.5, i, 14.7, 1.2, 10.3, -6.1, -2.2, -6.3
12. CC(=O)Nc1ccc(S(=O)(=O)N(C)CC(=O)OCC(=O)c2ccc3c(c2)NC(=O)CO3)cc1
  0.8, -6.9, i, 17.2, -11.4, -9.8, -0.7, -1.3, 48.8
13. Cc1ccc(C(=O)NCC(=O)OCC(=O)NC2CCCCCCC2)cc1
  -1.0, -5.2, i, -11.6, 16.1, -9.4, -1.4, -2.4, 5.0
14. Cc1cc(C)c(C(N)=O)c(SCC(=O)c2ccc(Cl)cc2)n1
  -1.7, 4.1, i, 4.9, 7.0, -12.8, -4.3, 0.9, -4.5
15. Cc1ccc(N(CCCCN2C(=O)c3ccccc3C2=O)C(=O)c2ccc(Cl)s2)cc1
  0.5, 8.0, i, 14.6, -4.2, 7.4, -3.1, -6.6, 33.3
16. CCOc1ccccc1N(CC(=O)NCCSCc1ccco1)S(=O)(=O)c1ccccc1
  -1.1, 25.0, i, 27.4, 6.2, -6.6, -0.5, -5.1, 9.5
17. Cc1cccc(C(=O)NC(=S)Nc2ccccc2C(F)(F)F)c1
  4.0, 22.6, i, 15.8, 8.0, -2.6, -3.1, 0.6, 35.2
18. C[C@@H]1CC=C[C@H]2[C@H]1C(=O)N(Cc1ccccc1)[C@H]2c1ccoc1
  -0.4, -29.9, i, 2.9, -20.3, -24.7, -0.4, -7.5, 2.3
19. CCN(CC)C(=O)c1[nH]cnc1C(=O)N[C@@H](Cc1ccccc1)C(=O)OCc1ccccc1
  1.4, 4.7, i, -8.7, -13.8, -9.6, 4.4, 0.8, -4.2
20. COc1ccc(NC(=O)CCNC(=O)Cn2ccc3ccccc3c2=O)c(OC)c1
  -2.8, 4.2, i, 13.6, 3.9, -1.0, -1.7, -4.5, -8.3
21. O=C(COC(=O)CNC(=O)c1ccccc1)NCCCc1ccccc1
  2.9, -0.3, i, 1.5, 9.7, 7.1, -0.1, 0.9, -4.1
22. O=C(N/N=C/c1cccnc1)c1ccc([N+](=O)[O-])cc1Cl
  1.4, 1.6, i, -2.3, 11.1, -6.4, -3.0, -2.4, -7.4
23. COc1cccc(NC(=O)Cn2c(-c3cncs3)nc3ccccc32)c1
  -1.7, -2.2, i, 11.1, 10.1, 1.2, -2.4, 0.9, -3.1
24. CC(C)=CC(=O)O[C@H]1[C@@H]2[C@H](C)C(=O)O[C@@H]2C[C@@H](C)[C@@H]2[C@@H](O)CC(=O)[C@]21C
  0.3, -94.7, i, 7.2, 13.1, -10.6, -2.9, 3.6, -5.8
25. CCCCCCCCCCCCN1C/C(=C\C(=O)OCC)c2ccccc2S1(=O)=O
  2.2, -17.6, i, -0.2, -17.4, -8.6, -1.8, 1.3, 21.9
26. COc1ccccc1C(=O)Nc1cc2cc(Br)ccc2oc1=O
  0.1, -3.8, i, 1.0, 3.9, 4.4, -4.3, -2.5, -6.2
27. CC(C)Cc1[nH]c(=O)c(C#N)c2c1COC(C)(C)C2
  -2.3, 5.2, i, -3.7, -1.5, -2.2, -4.1, 3.3, -6.8
28. O=C(NN=C1CCCC1)c1ccc(Cl)cc1
  -1.3, -0.8, i, 11.1, 4.5, 13.0, -2.3, 1.9, -5.3
29. CN(CC(=O)Nc1cc(Cl)ccc1Cl)C1CCS(=O)(=O)C1 (configuration not stated)
  -0.1, -26.9, i, 1.2, -7.0, 3.9, -2.1, 10.9, -3.0
30. O=C(C1CCN(C2CC(=O)N(Cc3ccccc3)C2=O)CC1)N1CCCCCC1 (configuration not stated)
  0.3, -2.1, i, 6.2, 10.9, -2.0, -5.9, -2.8, -4.6
31. COc1ccc(C2C(C(=O)c3ccco3)=C(O)C(=O)N2c2nnc(C)s2)cc1OC (configuration not stated)
  -0.2, 44.0*, i, -8.8, 0.6, 5.1, -3.9, -11.0, -8.6
32. COc1cc(-c2noc(C3CCCN(C(=O)c4ccccc4)C3)n2)cc(OC)c1OC (configuration not stated)
  -1.5, 8.7, i, 2.1, -0.8, 0.5, -1.0, 13.1, -5.7
33. O=S1(=O)CCC(NCC2CCCO2)C1 (configuration not stated)
  4.2, -5.7, i, -16.6, -5.9, -7.0, -7.4, -6.7, -9.7
34. O=C(Nc1ccc(Cl)c(S(=O)(=O)N2CCCCC2)c1)c1ccncc1
  2.4, -32.5, i, 12.3, 3.4, -0.2, -5.2, 1.1, -4.8
35. O=C(Nc1ccccc1)c1ccccc1NC(=O)C1CCCCC1
  -4.0, 13.8, i, 4.9, 7.1, 3.8, -1.7, -3.2, 4.9
36. N#CCCSc1nc(N2CCOCC2)c2c(c1C#N)CCCC2
  1.8, -10.7, i, 2.2, 3.8, -6.2, 0.1, -0.7, 55.1*
37. Cc1ccc([C@H]2C[C@H](O)[C@@H](n3cc(-c4ccc(F)cc4)nn3)CN2C(=O)C2CCCCC2)cc1
  -1.5, -4.0, i, -15.3, -5.3, -0.3, 0.1, -8.1, 10.2
38. O=C(O)CCc1ccc(-c2ccc(Br)cc2)n1Cc1ccco1
  -1.2, -2.8, i, 8.1, -34.6, -9.6, -3.3, -12.1, 0.7
39. COc1ccc(C(=O)N2CCCC(CNC(=O)c3ccccc3Cl)C2)o1 (configuration not stated)
  -0.2, 17.0, i, 2.6, 5.0, -5.9, 4.1, -2.1, -8.4
40. O=C(Cc1coc2cc(O)ccc12)NNC(=O)c1cccs1
  -1.2, 8.3, i, 9.1, -1.6, -2.4, -0.9, 4.5, -3.9
41. C/C(=N\NC(=O)C1(C)NC(C)(C)Cc2ccccc21)c1ccccc1 (configuration not stated)
  3.9, 2.6, i, 9.2, 20.2, -3.8, -4.7, -2.9, -4.5
42. O=C(c1ccc(COc2c(F)c(F)cc(F)c2F)o1)N1CCN(c2ccccc2)CC1
  -0.2, -1.9, i, -5.2, -10.1, -0.5, -9.2, 0.4, 25.2
43. CCOC(=O)c1ccccc1NC(=O)COC(=O)CCNS(=O)(=O)c1cccs1
  1.1, 4.2, i, 10.4, -6.5, -1.9, -3.4, 0.6, 6.1
44. CCOC(=O)C(CCCCP(=O)(c1ccccc1)c1ccccc1)(NC(C)=O)C(=O)OCC
  0.6, 11.2, i, -11.9, 1.3, 14.1, -2.7, 0.2, -5.9
45. Cc1ccc(CN2CCN(/N=C/c3cccnc3)CC2)c(C)c1
  2.8, 11.5, i, -1.9, 0.4, 1.9, -3.3, 2.6, -4.2
46. O=C(COC(=O)c1ccc[nH]c1=O)NCC12CC3CC(CC(C3)C1)C2
  0.1, 8.8, i, -12.1, 1.7, -0.7, -5.5, 3.6, 3.4
47. COc1cccc(Cn2c(Oc3ccccc3)nc3c2c(=O)n(C)c(=O)n3C)c1
  -0.2, 9.6, i, 8.5, -2.1, -6.2, -2.7, -8.7, 11.7
48. CCc1ccc(C2CC(c3ccccc3)n3ncnc3N2)cc1 (configuration not stated)
  2.1, 7.4, i, -5.7, 0.6, -9.9, -2.7, 0.1, 11.7
49. OCC[C@@H]1C[C@@H](O)[C@H](O)[C@]2(CCc3ccccc3O2)O1
  -0.1, -11.9, i, 9.4, -0.3, 0.4, -4.5, -2.0, -8.5
50. COc1ccccc1-n1nnnc1SCC(=O)NC1CC1
  -5.2, -2.7, i, 7.4, -9.6, -0.2, -1.8, 0.2, -3.2
51. O=C(CSc1nc2nn(-c3ccccc3)c(=O)c-2c2n1CCCCC2)NCCCc1ccccc1
  0.2, 22.9, i, 4.0, 1.7, -1.5, -7.0, 0.5, 16.2
52. COc1ccccc1CNC(=O)c1ccc(CS(=O)(=O)c2ccccc2)o1
  1.5, 5.5, i, 6.5, -0.9, -5.3, -0.7, 4.4, -4.4
53. CSCC[C@H](NC(=O)[C@@H]1Cc2ccccc2CN1)C(=O)Nc1cccc(C)c1
  1.1, -6.7, i, 1.8, 13.1, 1.9, -12.3, 1.5, 0.2
54. Cc1ccc(CSc2nc3c(cc2C#N)CCC3)cc1
  2.8, -5.5, i, 1.7, -4.0, -14.3, -0.3, 0.5, 2.4
55. Nc1n[nH]c(-c2ccc([N+](=O)[O-])cc2[N+](=O)[O-])n1
  0.2, 11.6, i, 1.3, 11.8, -3.1, -5.9, -2.2, -5.1
56. C[C@]12c3[nH]c4ccc(Cl)cc4c3CCN1C(=O)[C@@H](CC(=O)NCCCn1ccnc1)C[C@@H]2C(=O)N1CCOCC1
  -1.9, 6.8, i, 6.7, 0.7, -6.2, 2.4, 1.5, -5.6
57. O=C(NCCOc1ccccc1F)c1cc([N+](=O)[O-])ccc1N1CCOCC1
  -1.4, -20.8, i, -4.6, 4.1, -12.0, -10.9, -4.7, 34.5

# An excerpt from above, showing only Neddylation inh, SKN-1 inh and PABP1 MLLE inh.
no.	compound	Neddylation inh	SKN-1 inh	PABP1 MLLE inh
8	O=C(c1cnn(C(=O)c2ccco2)c1)c1cc(F)ccc1O	i	13.5	13.5
9	Cc1c(Cl)c([N+](=O)[O-])nn1CCCC(=O)Nc1cc(Cl)ccc1Cl	i	-2.9	4.8

# Gathered by group, those above containing a nitro group on carbon.
# Every second line gives: Rin1-Abl PPI inh, PABP1 MLLE inh, Neddylation inh, SKN-1 inh, CendR NRP1 mod, eLon inh, MsrA act, MT1-MMP act inh, FAS-TE inh
2. COc1ccc(C(=O)Nc2ccc(Nc3ccccc3)cc2)cc1[N+](=O)[O-]
  -1.3, -3.4, i, 10.6, -3.2, -5.8, -0.8, 9.2, 39.4
9. Cc1c(Cl)c([N+](=O)[O-])nn1CCCC(=O)Nc1cc(Cl)ccc1Cl
  -0.2, 4.8, i, -2.9, 8.6, 1.8, -1.2, 8.9, 37.7
22. O=C(N/N=C/c1cccnc1)c1ccc([N+](=O)[O-])cc1Cl
  1.4, 1.6, i, -2.3, 11.1, -6.4, -3.0, -2.4, -7.4
55. Nc1n[nH]c(-c2ccc([N+](=O)[O-])cc2[N+](=O)[O-])n1
  0.2, 11.6, i, 1.3, 11.8, -3.1, -5.9, -2.2, -5.1
57. O=C(NCCOc1ccccc1F)c1cc([N+](=O)[O-])ccc1N1CCOCC1
  -1.4, -20.8, i, -4.6, 4.1, -12.0, -10.9, -4.7, 34.5
